# HepG2 tox – qHTS for Inhibitors of TGF-b: Cytotox Counterscreen; HepG2 CAGA-GFP viability, ATP luminescence, 18 h; Potency, µM (series often up to 46.1 µM), without a hit: top-dose activity change, negative = cytotoxicity, hits mostly cytotoxic; 410,000 compounds, 0.76% hits; also: potency is read from the fitted curve at half-maximal effect; some results filed as inactive show a strong effect at the top dose
#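 CellTiter-Glo luminescence gave cytotoxicity after 18 hours at 37 degrees C. The cells were HepG2 CAGA-GFP in 1% FBS DMEM, stimulated with 500 pg/mL TGF-beta after compound addition. %Activity was normalised to no-cell wells (complete cell-killing) and DMSO (no toxicity), and curves were fitted and classified.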
# Akt phos inh – HTS Assay for Inhibitors of Akt Phophorylation: Primary Screen | 360,000 compounds, 0.32% hits | Neuro2A IGF-stimulated pAkt S473 HTRF, 20 min; active compounds read low | activity change, % for hits at 50 µM | AID 651550, 2012; in the data active = activity change below about -80%; inconclusive = mostly about -51% to -80%; also: % is scaled to controls: 0 for no effect and ±100 for the full control effect
#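 Neuro2A cells (4,500/well, DMEM with 0.5% FBS) were treated with compound at a single 50 µM final concentration, stimulated with 6 nM IGF for 20 min at 37 °C, and lysed. Phospho-Akt Ser473 was read by HTRF as 665/615 ratio ×10^4.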
# MmCpn inh – Inhibitors of TCP-1 ring complex (TRiC) of Methanococcus maripaludis (MmCpn): qHTS. AID 504842, 2011. Potency, µM (series often up to 76.9 µM), without a hit: top-dose activity, negative = inhibition, hits mostly inhibitors. 330,000 compounds, 0.031% hits. Chaperonin Mm-Cpn (Methanococcus maripaludis). purified Mm-Cpn ATPase, ADP Transcreener TR-FRET; also: potency is read from the fitted curve at half-maximal effect; % is scaled to controls: 0 for no effect and ±100 for the full control effect; nearly all actives have a fitted effect of over 80% in size
#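 Compound-treated chaperonin, 25 nM final, turns over 10 uM ATP at 37°C for 30 min following a 10 min preincubation; ADP generated competes with ADP-d2 for Eu-cryptate antibody, lowering FRET.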
# Nrf2 ARE act – qHTS of Nrf2 Activators; AID 624171, 2012; 410,000 compounds, 0.31% hits; AREc32 ARE-luciferase reporter (MCF7-derived line), luminescence, 24 h; Potency, µM (series often up to 46.1 µM), for inactives: at the highest dose activation, usual class: activators; also: potency is read from the fitted curve at half-maximal effect; % of control where 0% means no effect; nearly all actives have a fitted effect of over 65% in size
#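 Steps: seed AREc32_Fluc cells (1000/well, 5% FBS OPTI-MEM); incubate overnight at 37 deg C; add 23 nL compound; incubate 24 hr; add Steady-Glo; hold 30 min RT; read luminescence.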
# TGFb inhibitor – qHTS for Inhibitors of TGF-b; HepG2 CAGA-GFP TGF-b/SMAD3 reporter, GFP fluorescence, 18 h; TGF-beta stimulated, 500 pg/mL final; Potency, µM (titrated, usually from 46.1 µM), for the others: at the top dose activity, negative = inhibition, actives largely listed as inhibitors; 410,000 compounds, 1.2% hits; AID 588855, 2011; also: potency is read from the fitted curve at half-maximal effect; % is scaled to controls: 0 for no effect and ±100 for the full control effect; nearly all actives have a fitted effect of over 65% in size
#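 Inhibition of TGF-beta-driven CAGA-GFP reporter expression in HEPG2 cells is measured by cellular GFP fluorescence after 18 h stimulation with 500 pg/mL recombinant TGF-beta in 1% FBS medium at 37 degrees C.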
# Abeta yeast res – qHTS for compounds that reverse cellular toxicity of Amyloid beta (A-beta) peptide in yeast: Primary Screen; 410,000 compounds, 0.063% hits; yeast expressing A-beta42, growth rescue, OD600, 48 h; response scale: 0% DMSO, 100% iron-clioquinol control; Potency, µM (highest dose often 46.1 µM), without a hit: at the top dose growth rescue, hits mostly activators; also: potency is read from the fitted curve at half-maximal effect; nearly all actives have a fitted effect of over 55% in size
#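 Yeast growth medium received pinned compounds, then yeast cells expressing toxic A-beta were added; plates incubated at 30 C for 48 hr. Growth read as absorbance at 600 nm, normalized to DMSO and equimolar FeCl3 plus clioquinol controls.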
# A549 tox – Nrf2 qHTS screen for inhibitors: counterscreen for cytotoxicity | A549 ARE-Fluc cells, CellTiter-Fluor viability, 18-24 h | Potency, µM (doses to about 46 µM), without a hit: at the top dose activity change, negative = cytotoxicity, most hits filed as inhibitors | 390,000 compounds, 0.16% hits | AID 504648, 2011; also: potency is read from the fitted curve at half-maximal effect; % is scaled to controls: 0 for no effect and ±100 for the full control effect
#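 A549 ARE_Fluc cells in 5% FBS OPTI-MEM were exposed to compounds in concentration-response for 18-24 h at 37 deg C. Viability was read by CellTiter-Fluor fluorescence (Ex 405/Em 525) after 30 min, before the luciferase read.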
# Nrf2 inh – Nrf2 qHTS screen for inhibitors; 360,000 compounds, 2.1% hits; AID 504444, 2011; A549 ARE-Fluc reporter, luciferase luminescence, 18-24 h; Potency, µM (series often up to 46 µM), without a hit: at the highest dose activity change, negative = inhibition, actives largely listed as inhibitors; also: potency is read from the fitted curve at half-maximal effect; % is scaled to controls: 0 for no effect and ±100 for the full control effect; nearly all actives have a fitted effect of over 60% in size
#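 Nrf2 function is reported as luminescence of an ARE-controlled luciferase in A549 cells. Compounds were tested at several concentrations, and a CellTiter-Fluor read on the same wells flagged cytotoxicity.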
# CCT chaperon mod – High-Throughput Screening for Modulators of Cytosolic Chaperonin Activity | purified chaperonin ATPase assay, HTRF ADP detection, 30 min | activity change, % (test concentration not listed), hits read low | 360,000 compounds, 0.3% hits; in the data active = activity change below about -30%; also: % is scaled to controls: 0 for no effect and ±100 for the full control effect
#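 TRiC (40 or 20 nM final, by batch activity) in 30 mM Tris pH 7.4, 100 mM KCl, 5 mM MgCl2, 1 mM DTT was treated with compound at 76 uM single dose, then 10 uM ATP, 30 min at 37 °C. ADP was read by HTRF Transcreener.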
# Active calls of the source: *; i = inactive; ? = inconclusive; . = no result given; [ ] = another dose, or the depositor's remark. Unless noted, calls follow the shape of the dose curve; as a rule, active = well fitted curve in the direction sought with a large enough effect; inconclusive = small, poorly fitted or top-dose-only effect, or another doubt; inactive = no such curve, though single readings can be large; an effect the other way counts as inactive or inconclusive.
# Results follow in this order: HepG2 tox | Akt phos inh | MmCpn inh | Nrf2 ARE act | TGFb inhibitor | Abeta yeast res | A549 tox | Nrf2 inh | CCT chaperon mod
- COc1ccc2c(CC(=O)Nc3ccc(OC)nc3)coc2c1
 : 0% | i | -2% | 0.4% | 14% | 15% | -4% | ? | 0.9
- O=C(NCCCN1CCOCC1)c1ccc(S(=O)(=O)Nc2ccccc2)cc1
 : -47% | i | 0% | 0.3% | 1% | -8% | 12% | -1% | -0.1
- O=C(c1cccc(F)c1)N1CCC2(CC1)NCCc1[nH]cnc12
 : -29% | i | 1% | 2.0% | -7% | 1% | 0% | 16% | -1.6
- O=C(OCc1nnc(-c2ccccc2)o1)c1ccc([N+](=O)[O-])s1
 : -49% | i | -2% | 6.5% | -7% | -95%[inhibitor] | 13% | 13% | 0.6
- C=C(C)n1c(=O)n(Cc2ccccc2C)c2ccccc21
 : 0% | i | -1% | 0.0% | 8% | -16% | 8% | 2% | 1.3
- CN(C)C(=O)Cn1c(SCC(=O)NCc2ccc3c(c2)OCO3)nc2ccccc21
 : 2% | i | 1% | -0.6% | -12% | 7% | -4% | . | -0.8
- O=C(CN1CCN(c2ccccn2)CC1)NC1CCCC1
 : -9% | i | -5% | 0.3% | -2% | -9% | 10% | 14% | -1.8
- CC1=NN(c2ccc(C)cc2C)C(=O)C1C(c1ccccc1)C1C(=O)N(c2ccc(C)cc2C)N=C1C (stereo not drawn)
 : 2% | i | -2% | 23% | 0% | 9% | -4% | -3% | -3.5
- COC(=O)[C@]1(C)CCC[C@@]2(C)C3CC[C@]4(OC(C)=O)C[C@@]3(CCC21)CC4=O (stereo partly drawn)
 : -24% | i | 1% | 0.8% | -16% | -13% | 4% | ? | -0.8
- CCOc1ccc(C(=O)Nc2c3c(nn2-c2ccccc2)CS(=O)(=O)C3)cc1
 : -11% | i | 1% | -0.4% | 5% | 6% | -1% | -11% | 0.2
- COC(=O)c1ccc(C(=O)OC)c(NC(=S)N2CCN(c3ccccc3)CC2)c1
 : -50% | i | -2% | 3.6% | ? | -10% | -1% | -25% | -5.0
- COc1ccccc1CCNC(=O)Cc1ccc(NC(=O)N2CCSc3ncccc32)cc1
 : -21% | . | . | -0.4% | 0% | -2% | 6% | -5% | .
- CC(=O)Nc1ccc(S(=O)(=O)N(Cc2ccco2)Cc2cc3ccccc3[nH]c2=O)cc1
 : -22% | i | -3% | 0.9% | -6% | -3% | -7% | ? | -1.3
- CCCCN1C(=O)C(CC(=O)NCC)SC1=Nc1ccccc1 (stereo not drawn)
 : -9% | i | 1% | 0.0% | 0% | 9% | -6% | -9% | -2.5
- COc1cccc(CNC(=O)C2CCN(S(=O)(=O)c3ccc4c(c3)CC(C)N4C(C)=O)CC2)c1 (stereo not drawn)
 : 2% | i | 3% | 1.7% | -5% | 13% | 3% | -18% | -1.9
- CC(C#N)(NC(=O)CN1CCN(S(=O)(=O)c2cc(C(F)(F)F)ccc2Cl)CC1)C1CC1 (stereo not drawn)
 : 3% | i | 3% | -0.8% | 0% | 2% | -1% | 2% | 0.8
- COc1ccc(-c2noc(-c3cccnc3)n2)cc1OC
 : 7% | i | -3% | 2.9% | 0% | -11% | 4% | ? | 0.4
- COc1ccccc1N1CCN(C(c2ccc(F)cc2)c2nnnn2C(C)C)CC1 (stereo not drawn)
 : 6% | i | 0% | 0.1% | 3% | 7% | 1% | 9% | -1.1
- COc1ccc(NC(=O)/C(C#N)=C/c2ccc(-c3ccccc3C(=O)O)o2)cc1
 : -1% | i | -2% | 0.1%[9.22 µM] | 16% | -9% | ? | -15% | -2.1
- CCOc1ccc(S(=O)(=O)N2CCN(C(=O)c3sccc3C)CC2)cc1
 : 17% | . | 2% | 2.5% | 12% | -10% | 1% | ? | -0.4
- C[C@@H]1CN([C@H](C)CO)C(=O)c2c(c3ccccc3n2C)-c2ccccc2CO[C@@H]1CN(C)C(=O)Nc1ccccc1C(F)(F)F
 : 5% | i | . | -1.0% | 4% | 8% | . | . | 1.4
- CCOC(=O)c1cnc2c(C)cc(Cl)cc2c1NCCCN1CCOCC1
 : 13% | i | 0% | -0.4% | 1% | 12% | -6% | -32% | 0.8
- CCOc1ccc(N(CC(=O)NCc2ccc(OC)cc2)S(C)(=O)=O)cc1
 : -5% | i | 2% | 3.1% | 1% | -11% | 1% | ? | 1.7
- Nc1n[nH]c(C(F)(F)F)c1-c1ccccc1
 : -3% | i | 0% | -0.5% | -14% | -13% | 0% | 24% | 1.0
- Cc1nnc(N/N=C/c2ccc(Br)cc2)n1N
 : 16µM* | i | 1% | -3.0% | ? | -86%[inhibitor] | 9% | 6% | -0.1
- C[C@@H]1CC=C[C@H]2[C@H]1C(=O)N(Cc1ccccc1)[C@H]2c1ccc(C(F)(F)F)cc1
 : -22% | i | 0% | 11% | 22µM* | 7% | -1% | -10% | 0.9
- O=C1CC(c2cccc(Cl)c2Cl)c2cc3c(cc2N1)OCCO3 (stereo not drawn)
 : -3% | . | . | -0.7% | 12% | -1% | -2% | ? | .
- O=C(Nc1nsc(-c2ccccc2)n1)c1cccs1
 : -61% | i | -4% | 13% | -3% | -53%[inhibitor] | -8% | . | -0.3
- O=[N+]([O-])c1cccc(COc2ccccc2CN2CCCC2)c1
 : -8% | i | . | 3.8% | 0% | 0% | 0% | 4% | -4.9
- CCOc1cccc2sc(N(Cc3cccnc3)C(=O)c3ccco3)nc12
 : 1% | . | . | 4.3% | ? | -11% | 4% | . | .
- CCNC(=O)NCc1c(C)c(C)n(Cc2ccccc2)c1-n1cccc1
 : -25% | i | -2% | 7.8% | -26% | 3% | 2% | -29% | 3.4
- Cc1ccc2c(c1)COc1c3ccc(C(=O)NCCO)cc3nn1-2
 : -4% | i | -3% | -0.8% | ? | -1% | -2% | ? | 0.2
- O=C(NCc1ccc2c(c1)OCO2)C1CCCCC1
 : -4% | i | 1% | 0.1% | 2% | 12% | 0% | 11% | 2.7
- Nc1n[nH]c(-c2ccc(F)cc2)n1
 : 8% | i | 0% | -0.2% | -13% | 1% | -2% | 13% | 0.9
- CCC(CCC(=O)Nc1ccc(S(N)(=O)=O)cc1)C(=O)O (stereo not drawn)
 : 4% | i | -1% | -0.5% | 10% | 5% | 3% | 7% | -0.2
- COc1ccc(OC)c(S(=O)(=O)N2CCCC(C(=O)NCc3ccncc3)C2)c1 (stereo not drawn)
 : 20% | i | 1% | 0.2% | -3% | -8% | -2% | 5% | 0.5
- Cc1ccc(S(=O)(=O)N2CCN(C(=O)COC(=O)c3cnc(C)cn3)CC2)c(C)c1
 : 3% | i | 0% | -0.1% | -7% | 7% | -9% | 1% | -5.2
- Cc1cccc(C(=O)Nc2nnc(-c3ccco3)o2)c1
 : 3% | i | 0% | 21% | -16% | 29% | -2% | 14% | -3.4
- O=C(Cn1c(NCCO)nc2ccccc21)N1CCN(Cc2ccccc2)CC1
 : -12% | i | 0% | -0.3% | 2% | 6% | 0% | 19% | -5.5
- O=C(c1ccco1)N1CCN(C(=O)C2CC(c3ccc(F)cc3)=NO2)CC1 (stereo not drawn)
 : 27% | i | 0% | -0.6% | 30%[activator] | 2% | 21% | 20% | 0.8
- CC(C)(C)c1ccc(C(=O)Nc2nnc(C3=COCCO3)o2)cc1
 : -26% | i | 2% | -0.1% | -12% | 10% | -21% | -30% | -1.3
- O=C1OCCC1=COCCCCCOC=C1CCOC1=O
 : -19% | i | . | 0.4% | -5% | 12% | . | . | -0.7
- CCN(CC)Cc1c(O)ccc2cc(-c3nc4ccccc4n3C)c(=O)oc12
 : -3% | i | -13% | 0.8% | 2% | -6% | ? | ? | -4.8
- Cc1cccc(C)c1NC(=O)COC(=O)c1cccnc1
 : -27% | i | 3% | -0.3% | -17% | 4% | 1% | 7% | -2.5
- Cn1c(-c2ccccc2)n[nH]c1=S
 : 7% | i | -5% | -0.7% | -5% | -12% | -1% | -7% | -2.5
- CC1CCN(CCCCOc2ccc(Cl)cc2)CC1
 : -4% | i | -2% | 0.2% | 2% | 3% | 0% | 18% | -0.3

# Some of the entries so far, as labelled records:
molecule: CCN(CC)Cc1c(O)ccc2cc(-c3nc4ccccc4n3C)c(=O)oc12
  HepG2 tox: -3% | Akt phos inh: i | MmCpn inh: -13% | Nrf2 ARE act: 0.8% | TGFb inhibitor: 2% | Abeta yeast res: -6% | A549 tox: ? | Nrf2 inh: ? | CCT chaperon mod: -4.8

molecule: Cc1cccc(C)c1NC(=O)COC(=O)c1cccnc1
  HepG2 tox: -27% | Akt phos inh: i | MmCpn inh: 3% | Nrf2 ARE act: -0.3% | TGFb inhibitor: -17% | Abeta yeast res: 4% | A549 tox: 1% | Nrf2 inh: 7% | CCT chaperon mod: -2.5

molecule: Cn1c(-c2ccccc2)n[nH]c1=S
  HepG2 tox: 7% | Akt phos inh: i | MmCpn inh: -5% | Nrf2 ARE act: -0.7% | TGFb inhibitor: -5% | Abeta yeast res: -12% | A549 tox: -1% | Nrf2 inh: -7% | CCT chaperon mod: -2.5

molecule: CC1CCN(CCCCOc2ccc(Cl)cc2)CC1
  HepG2 tox: -4% | Akt phos inh: i | MmCpn inh: -2% | Nrf2 ARE act: 0.2% | TGFb inhibitor: 2% | Abeta yeast res: 3% | A549 tox: 0% | Nrf2 inh: 18% | CCT chaperon mod: -0.3

# Source: PubChem BioAssay (National Center for Advancing Translational Sciences (NCATS))
